# 3T3 cytotox – Cytotoxic Profiling in NIH 3T3 Cell Line of Diverse Libraries Using Quantitative High-Throughput Screening; NIH 3T3 viability, CellTiter-Glo ATP luminescence, 48-72 h; Potency, µM (top dose mostly 96.7 µM), inactives show at the highest dose activity change, negative = cytotoxicity, hits mostly inhibitors; hit rate 4.3% among 94,000; AID 1345082, 2018; further: potency means the concentration at half of the fitted maximal effect; nearly all actives have a fitted effect of over 55% in size
#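 ATP-dependent luminescence (CellTiter-Glo) served as the viability signal for NIH 3T3 cells treated with compound for 48 or 72 hr at 37 °C.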
# HEK293 viab – GF-AFC viability counterscreen for inhibitors of alpha-synuclein gene (SNCA) expression; AID 1671193, 2021; Potency, µM (doses to about 57.1 µM), for the others: top-dose activity change, negative = cytotoxicity, usual class: cytotoxic; hit rate 0.12% among 150,000; HEK-293-SNCA-luc viability, GF-AFC fluorescence, 24 h;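 further: potency means the concentration at half of the fitted maximal effect; 0% = DMSO-treated cells and -100% = medium-only wells without cells; nearly all actives have a fitted effect of over 30% in size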
#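 Cytotoxicity counterscreen: after 24 h compound treatment of genome-edited SNCA-luciferase HEK-293 cells, live-cell protease substrate GF-AFC read by fluorescence after 30 min; activity scaled between DMSO (0%) and medium-only (-100%), curves Hill-fitted.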
# HEK293 tox – Cytotoxic Profiling in HEK 293 Cell Line of Diverse Libraries Using Quantitative High-Throughput Screening. hit rate 6.6% among 94,000. HEK 293 viability, ATP luminescence (CellTiter-Glo), 48-72 h. Potency, µM (top dose mostly 115 µM), without a hit: at the top dose activity change, negative = cytotoxicity, most hits filed as inhibitors; further: potency means the concentration at half of the fitted maximal effect; nearly all actives have a fitted effect of over 60% in size
#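 Viability of HEK 293 cells, plated at 250 cells/well, was judged by cellular ATP after compound treatment for 48 or 72 hr. Luminescence was imaged 10 min after CellTiter-Glo addition at room temperature.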
# GPT2 inhibitor – Primary qHTS assay for inhibitors of Glutamate pyruvate transaminase 2 (GPT2) | hit rate 0.25% among 100,000 | Potency, µM (highest dose often 57.7 µM), without a hit: at the highest dose activity change, negative = inhibition, usual class: inhibitors | Alanine aminotransferase 2 (Homo sapiens), Q8TD30 | AID 1671188, 2021 | Recombinant GPT2, coupled pyruvate oxidase/HRP Amplex Red fluorescence; further: potency means the concentration at half of the fitted maximal effect; nearly all actives have a fitted effect of over 60% in size; many of its hits are not listed in these tables
# Target sequence (Q8TD30 whole entry, looked up): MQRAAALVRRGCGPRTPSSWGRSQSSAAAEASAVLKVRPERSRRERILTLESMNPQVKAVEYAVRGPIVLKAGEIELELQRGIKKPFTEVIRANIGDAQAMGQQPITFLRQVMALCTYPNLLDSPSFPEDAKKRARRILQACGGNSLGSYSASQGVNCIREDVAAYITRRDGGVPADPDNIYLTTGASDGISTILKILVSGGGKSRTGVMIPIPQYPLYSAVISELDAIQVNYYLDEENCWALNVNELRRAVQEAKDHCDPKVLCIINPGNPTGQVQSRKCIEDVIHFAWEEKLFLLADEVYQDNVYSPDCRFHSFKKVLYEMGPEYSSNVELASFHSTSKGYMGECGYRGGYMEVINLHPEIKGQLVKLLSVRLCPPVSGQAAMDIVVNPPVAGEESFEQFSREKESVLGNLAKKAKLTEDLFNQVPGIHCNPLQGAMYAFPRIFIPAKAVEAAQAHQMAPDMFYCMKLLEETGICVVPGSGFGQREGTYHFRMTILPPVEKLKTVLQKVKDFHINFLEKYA
#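 Fluorescence read-out: pyruvate from GPT2 turnover coupled to pyruvate oxidase, HRP and Amplex Red (0.2mM ThPP, 0.2U/mL PO and HRP, 50uM Amplex final). Substrates 250uM a-KG, 2mM L-alanine; enzyme 10ng/uL; 30 min RT.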
# IP6K1 inhibitor – Primary qHTS assay for small molecule inhibitors of Inositol hexaphosphate kinase 1 (IP6K1) | activity change, % (series mostly up to about 58 µM) | hit rate 0.81% among 140,000 | IP6K1 kinase, ADP-Glo luminescence, 2 h; stronger effect = lower value | Inositol hexakisphosphate kinase 1 (Homo sapiens), Q92551; in the data active means activity change below about -25%
# Target sequence (Q92551 whole entry, looked up): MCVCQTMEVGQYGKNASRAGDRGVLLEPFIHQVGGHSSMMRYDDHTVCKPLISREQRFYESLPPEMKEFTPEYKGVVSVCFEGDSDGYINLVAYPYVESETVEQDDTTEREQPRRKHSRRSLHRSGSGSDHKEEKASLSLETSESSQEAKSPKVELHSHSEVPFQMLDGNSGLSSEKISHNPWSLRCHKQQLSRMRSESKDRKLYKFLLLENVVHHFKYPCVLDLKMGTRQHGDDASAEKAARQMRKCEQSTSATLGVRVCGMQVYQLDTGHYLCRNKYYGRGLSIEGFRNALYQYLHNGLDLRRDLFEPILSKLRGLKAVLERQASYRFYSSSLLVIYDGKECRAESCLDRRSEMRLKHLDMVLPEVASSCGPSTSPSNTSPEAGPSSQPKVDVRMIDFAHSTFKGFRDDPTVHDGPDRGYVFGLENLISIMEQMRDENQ
#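 ADP-Glo luminescence measures ADP made by human IP6K1 during a 2 h RT reaction with ATP/IP6 (mix at 1.3 mM/130 uM); top library doses 57.5 and 19.1 uM final.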
# SNCA expr inh – Primary qHTS assay for inhibitors of alpha-synuclein gene (SNCA) expression; Potency, µM (titrated, usually from 57.2 µM), for inactives: top-dose activity change, negative = inhibition, hits mostly inhibitors; hit rate 0.17% among 140,000; HEK-293 SNCA-luciferase knock-in, luminescence, 24 h;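 further: potency means the concentration at half of the fitted maximal effect; plate controls were DMSO cells for no effect and cell-free wells for full effect; nearly all actives have a fitted effect of over 45% in size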
# FLuc inh – Firefly luciferase inhibition profiling of diverse chemical library using quantitative high-throughput screening; purified P. pyralis luciferase, luminescence, biochemical; Potency, µM (top dose mostly 115 µM), for inactives: top-dose activity change, negative = inhibition, actives largely listed as inhibitors; hit rate 2.5% among 76,000; AID 1347043, 2019; further: potency means the concentration at half of the fitted maximal effect; nearly all actives have a fitted effect of over 65% in size
#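 Inhibitors were tested against purified firefly luciferase in a biochemical, low-substrate format (both substrates at 10uM) and luminescence measured with a CCD imager.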
# An asterisk follows results filed as active; i = inactive; ? = inconclusive; · = not tested or not shown; [ ] = dose if it differs, or a comment. Unless noted, the call rests on the fitted dose curve; in most records, active means well fitted curve in the direction sought with a large enough effect; inconclusive means small, poorly fitted or top-dose-only effect, or another doubt; inactive means no such curve, though single readings can be large; an effect the other way counts as inactive or inconclusive. Unless noted, on the % scale 0 is the no-effect control and ±100 the full control effect.
smiles	3T3 cytotox	HEK293 viab	HEK293 tox	GPT2 inhibitor	IP6K1 inhibitor	SNCA expr inh	FLuc inh
CNC(=O)N1CCC(C2CCN(C(=O)c3ccc4ncccc4c3)C2)CC1 (configuration not stated)	0%	-7%[12.5 µM]	i	i	-5	28%	-4%
CCOc1cc2sc(N3CCC(C(=O)Nc4cc(C)cc(C)c4)CC3)nc2cc1Br	·	9%	·	·	-4	9%	·
Cc1ccc(C2Cn3nnc(C(=O)N4CCN(C(=O)c5ccncc5)CC4)c3CO2)cc1 (configuration not stated)	-11%	-15%	1%	-1%	6	-14%	10%
Cc1ccc(NC(=O)CCC(=O)N2Cc3ccccc3Oc3ncccc32)cc1F	·	-5%	·	·	-3	2%	·
Cc1ccc(C(=O)N2CCC3(CCCN(Cc4cccc(F)c4F)C3)C2)s1 (configuration not stated)	?	-3%	?	-1%	-5	-24%	0%
Cc1cc(C[C@@H]2COC[C@@H]2NC(=O)CCn2c(C)cc3ccccc32)on1	-12%	-7%	-9%	i	8	-3%	1%
Cc1cc(=O)n(CC(=O)Nc2ccc(C(C)C)cc2)c(N2CCc3ccccc3C2)n1	25µM*	-1%	?	4%	15	3%	-7%
CCc1ccc(C(=O)N2CCC(C3CCNC3)CC2)cc1 (configuration not stated)	-21%	-2%[12.5 µM]	-27%	-9%	15	29%	0%
CNc1ccc(OC2CCN(C(=O)COC)CC2)nc1	-9%	13%	1%	4%	2	45%[activator]	-2%
O=C(CCCn1c(=O)c2cccn2c2ccccc21)NCc1ccccc1Br	·	12%	·	·	4	15%	·
Cc1cc(C(=O)Nc2ccc([C@H]3OCC(=O)N(CC(=O)N(C)C)[C@@H]3CO)cc2)nn1C	i	-9%[87.6 µM]	i	-5%[88.5 µM]	25	18%[87.6 µM]	-8%[172 µM]
COc1ccc(-n2c(=O)c(C(=O)NC(C)C)nc3cccnc32)cc1	-13%	9%	i	3%	13	15%	·
COc1cccc(C(=O)NC2CCN(c3cc(-c4ccc(F)cc4)[nH]n3)CC2)c1OC	?	-8%	?	i	27	-2%	-4%
C[C@]1(CO)C2CC[C@@H](O)[C@@H](CC(=O)NCc3ccccc3)[C@]2(C)CC[C@H]1OC(=O)NC1CCCCC1 (some centres not stated)	?	2%	?	-2%	1	4%	0%
CS(=O)(=O)CCC(=O)N1CCC2(CC1)[C@H](O)C[C@@H]2OCCN	2%	4%	-6%	?	2	6%	0%
O=C(NCc1ccccc1F)C1CC(c2ccccc2)CN(C(=O)COc2ccccc2)C1 (configuration not stated)	?	-3%	?	i	23	-19%	-9%
Cc1noc(C)c1CC(=O)N1CCCC(c2noc(COc3ccccc3)n2)C1 (configuration not stated)	-23%	-19%[12.5 µM]	-27%	i	3	-3%	-8%
Cc1cc(Br)ccc1NC(=O)c1cc2c(=O)n(C)c3cc(Cl)ccc3c2s1	·	-7%	·	·	-5	-16%	·
Cn1c(=O)c2cc(C(=O)NCCCN3CCN(c4ccccc4F)CC3)sc2c2ccccc21	·	5%	·	·	4	-4%	·
CCOc1ccccc1NC(=O)CSc1ccc2nnc(CCNS(=O)(=O)c3ccccc3)n2n1	·	-28%	·	·	25	?	·
COc1cccc(N2C(=O)NC(=NC3CCCCC3)C23CCCN([S+](=O)([O-])c2cccc(OC)c2)C3)c1 (configuration not stated)	-21%	-3%	-20%	?	-13	-7%	·
CC(C)(C)CC(=O)NC1CC(=O)N(c2ccc3c(c2)OCCO3)C1 (configuration not stated)	·	0%	·	·	12	9%	·
CN(CC1CCOCC1)C(=O)Cc1ccccc1	4%	10%	18%	i	9	-15%	-2%
O=C(c1ccc2cc[nH]c2c1)N1CCc2c(nc3cc(-c4ccccc4)[nH]n3c2=O)C1	i	3%	11%	i	10	-5%	4%
CC1=C(c2ccc(Cl)cc2)S(=O)(=O)N=C1N1CCN(c2cccc(C(F)(F)F)c2)CC1	·	16%	·	·	5	-4%	·
Cc1nc(-c2c3n(c(=O)n(CC(=O)Nc4cccc(C(F)(F)F)c4)c2=O)CCCC3)no1	-18%	-5%	0%	-10%	1	-1%	6%
Cc1ccc(NC(=O)c2nc(S(=O)(=O)Cc3cccc(C)c3)ncc2Cl)cc1	·	28µM*	·	·	-18	?	·
Cc1noc(C)c1-c1cc2cc(CO)oc2c(NC2CCN(C)CC2)n1	45µM*	8%[87.6 µM]	?	-7%[88.5 µM]	9	64%[activator][87.6 µM]	3%[172 µM]
COc1cccc(NC(=O)N2CCC(n3c(C)nc4cccnc43)CC2)c1	·	-13%	·	·	-4	53%[activator]	·
CCCCN(CC)CCCNC(=O)Cn1ncc2c3ccccc3n(C)c2c1=O	·	-9%	·	·	-24	-1%	·
Cc1nc2nc(SCC(=O)NC3CCC(C)CC3)nn2c(C)c1Cc1ccccc1 (configuration not stated)	·	?	·	·	30	?	·
O=C(NC1CCCCC1)c1ccc(CSc2nc3cccnc3n2Cc2cccc(F)c2)cc1	·	-29%	·	·	-13	?	·
COc1ccccc1-c1cc2c(nc1OC)nc(CC1CC1)n2C	?	2%[87.6 µM]	?	-10%[88.5 µM]	13	0%[87.6 µM]	10%[172 µM]
Cc1ccccc1C(=O)Nc1c(C)nc(Nc2ccccc2)nc1Nc1ccccc1	·	-7%	·	·	-8	?	·
O=C(Nc1ccccc1)N1CCC(C(=O)N2CCC(c3nc4ncccc4[nH]3)CC2)C1 (configuration not stated)	-11%	3%	i	?	20	7%	·
O=C([C@@H]1C[C@H](Oc2ccccc2)CN1C(=O)CC1CCCC1)N1CCOCC1	-9%	3%	i	3%	-4	12%	0%
CCc1cccc(NC(=O)CN2c3ccccc3S(=O)(=O)c3ccccc32)c1	·	-14%	·	·	-8	-1%	·
CCOc1ccc(CN2CCc3nc(N4CCN(c5ccccc5OC)CC4)ncc3C2)cc1OC	·	1%	·	·	-5	?	·
Cc1ccccc1C(=O)NCCNC(=O)c1ccc(-c2cccc(C(F)(F)F)c2)cc1	-22%	·	?	·	0	·	·
CCN(CC)S(=O)(=O)c1ccc2c(c1)c(=O)c(C(=O)NCCc1ccccc1)cn2C	·	-5%	·	·	17	11%	·
O=C1CC(c2ccccc2)N(C(=O)C2CC2)CCCN(C(=O)CC2CCCCC2)CCN1 (configuration not stated)	-20%	-5%	-17%	i	26	4%	-1%
COc1ccc(OC)c2sc(N3CCN(C(=O)C4CC4)CC3)nc12	·	7%	·	·	5	6%	·
CCOc1cccc(CNC(=O)c2ccc3c(c2)N(S(C)(=O)=O)CC3)c1	?	-7%	?	3%	-2	-14%	-22%
Cc1ccc(NC(=O)c2nc3sccn3c2-c2ccc(C(F)(F)F)cc2)cc1	?	4%	?	i	19	2%	·
O=C(Cc1ccc(Cl)cc1)Nc1cccc(-c2nnc3n2CCCC3)c1	?	-22%	50µM*	?	-3	?	-19%
CC[C@H]1CN(S(C)(=O)=O)CC[C@H]1CC(=O)NCCSC	-23%[174 µM]	3%[87.6 µM]	-4%[172 µM]	2%[88.5 µM]	3	?	-12%[172 µM]
CCOc1ccc(-n2c(Cc3ccccc3)nnc2SCc2nc(-c3cccs3)no2)cc1	·	7%	·	·	-8	-5%	·
O=C(c1ccno1)N1C[C@@H]2OCC(=O)N(Cc3ccc(F)cc3)[C@@H]2C1	i	-1%[87.6 µM]	0%[172 µM]	0%[88.5 µM]	1	-9%[87.6 µM]	-3%[172 µM]
Cc1ccc(NC(=O)C(=O)NCC(c2cccnc2)N2CCOCC2)cc1Cl (configuration not stated)	·	1%	·	·	28	-6%	·
COc1ccccc1NC(=O)C1=C(C)Nc2nc(-c3ccco3)nn2C1c1ccccc1 (configuration not stated)	·	-6%	·	·	2	-12%	·

# (further entries)
smiles	3T3 cytotox	HEK293 viab	HEK293 tox	GPT2 inhibitor	IP6K1 inhibitor	SNCA expr inh	FLuc inh
COc1ccc(Cn2c3c(c(=O)n2Cc2ccccc2)CCN(CC2CCOC2)C3)cc1 (configuration not stated)	28µM*	-19%[87.6 µM]	-29%[172 µM]	3%[88.5 µM]	-1	-23%[87.6 µM]	-19%[172 µM]
O=C(NCc1ccccc1F)c1ccc2nc(-c3cccnc3)oc2c1	-15%	9%	?	i	-16	-15%	·
O=C(NCCc1ccccc1)C1CCCN(Cc2cccc(-c3cccs3)c2)C1 (configuration not stated)	?	-22%	?	i	-2	-14%	·
COc1ccc(NC(=O)c2c(N)c(C(=O)c3ccc(OC)cc3)n3ccccc23)cc1	·	-4%	·	·	14	12%	·
CCC1=C(C(=O)OC)C(c2ccccc2OC)N2C(CC(=O)NCc3ccco3)=CSC2=N1 (configuration not stated)	-20%	-9%	?	4%	12	0%	-10%
COc1ccc(-c2ccc3ncc(Nc4cc(F)cc(N5CCOCC5)c4)n3n2)cn1	-19%[138 µM]	-23%[87.6 µM]	?	-29%[88.5 µM]	-30*	3%[87.6 µM]	-14%[172 µM]
Cc1ccc(-c2cc3c(=O)n(CCNC(=O)c4nccc5ccccc45)ccn3n2)c(C)c1	?	6%	45µM*	-1%	0	17%	3.5µM*
Cc1noc(-c2cccc(OC3CN(C(=O)c4cnn(C)c4)C3)c2)n1	-14%	-4%	-3%	i	13	1%	4%
O=C(NCc1cccc(C(F)(F)F)c1)c1nc2sccn2c1-c1ccc(C(F)(F)F)cc1	?	-14%	40µM*	-9%	15	?	·
COCCn1ncc(N2CCCC(CC(=O)Nc3ccc(C)cc3C)C2)cc1=O (configuration not stated)	?	4%	-3%	?	46	-17%	-1%
CCCCn1c(=O)c(C(=O)NCC(=O)OC)nc2cccnc21	-31%[138 µM]	10%[87.6 µM]	-8%[172 µM]	-6%[88.5 µM]	5	13%[87.6 µM]	·

# Given with each value named: part of the list above.
O=C(NCCc1ccccc1)C1CCCN(Cc2cccc(-c3cccs3)c2)C1 (configuration not stated)
  3T3 cytotox: ?	HEK293 viab: -22%	HEK293 tox: ?	GPT2 inhibitor: i	IP6K1 inhibitor: -2	SNCA expr inh: -14%	FLuc inh: ·
COc1ccc(NC(=O)c2c(N)c(C(=O)c3ccc(OC)cc3)n3ccccc23)cc1
  3T3 cytotox: ·	HEK293 viab: -4%	HEK293 tox: ·	GPT2 inhibitor: ·	IP6K1 inhibitor: 14	SNCA expr inh: 12%	FLuc inh: ·
CCC1=C(C(=O)OC)C(c2ccccc2OC)N2C(CC(=O)NCc3ccco3)=CSC2=N1 (configuration not stated)
  3T3 cytotox: -20%	HEK293 viab: -9%	HEK293 tox: ?	GPT2 inhibitor: 4%	IP6K1 inhibitor: 12	SNCA expr inh: 0%	FLuc inh: -10%

# Source: PubChem BioAssay (National Center for Advancing Translational Sciences (NCATS))
